# High-throughput results: PubChem BioAssay, National Center for Advancing Translational Sciences (NCATS)
# RXFP1 ag – activates the human relaxin receptor RXFP1; Q9HBX9; HEK293T-RXFP1 cAMP TR-FRET, 30 min; response scale: percent of porcine relaxin response, buffer zero; Potency, µM (doses to about 57.5 µM), without a hit: at the top dose activation, actives largely listed as activators; 370,000 compounds, 0.3% hits; also: potency is read from the fitted curve at half-maximal effect; % is scaled to controls: 0 for no effect and ±100 for the full control effect; nearly all actives have a fitted effect of over 60% in size; many of its hits are not listed in these tables
#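 cAMP rise read by TR-FRET after 30 min, 37C compound exposure (up to 58 uM) in RXFP1-transfected HEK293 cells with Ro 20174 present. EC50 from Hill-equation fits, with 29 nM porcine relaxin as 100% and buffer as basal.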
# USP1-UAF1 inh – blocks the human USP1/UAF1 deubiquitinase complex; recombinant USP1/UAF1, Ub-Rhodamine cleavage fluorescence; Potency, µM (top dose mostly 57.1 µM), inactives show top-dose activity change, negative = inhibition, actives largely listed as inhibitors; 390,000 compounds, 0.23% hits; AID 743255; also: potency is read from the fitted curve at half-maximal effect; % is scaled to controls: 0 for no effect and ±100 for the full control effect; nearly all actives have a fitted effect of over 60% in size; inactives centre near -12
#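 1 nM enzyme complex + cpd, 15 min RT; start with Ub-Rho 150nM final; kinetic fluorescence ex 480/em 540, 6 reads q60 s. Buffer 50mM HEPES pH 7.8, 0.5mM EDTA, 0.1 mg/ml BSA, 1mM TCEP, 0.01% Tween-20.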
# Vif-APOBEC3G blk – blocks the Vif interaction with human APOBEC3G; Q9HC16; HeLa A3G-eYFP + Vif (tagged APOBEC3G with the HIV-1 protein that degrades it), YFP fluorescence, overnight; Potency, µM (top dose mostly 46.1 µM), for inactives: at the top dose activity, negative = active, actives largely listed as inhibitors; 410,000 compounds, 0.076% hits; AID 602310;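 also: potency is read from the fitted curve at half-maximal effect; % is scaled to controls: 0 for no effect and ±100 for the full control effect; nearly all actives have a fitted effect of over 60% in size; hits raise eYFP signal because A3G escapes Vif-driven loss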
#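 HeLa cells stably expressing Vif and C-terminally eYFP-tagged A3G, seeded overnight at 37 deg C, then exposed to compound by pintool overnight at 37 deg C. Rise in yellow fluorescence (Ex 488/Em 500-530, Acumen) marks blocked Vif-driven A3G degradation.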
# Vif-A3F inh – blocks the Vif interaction with APOBEC3F | HeLa A3F-eYFP + Vif (tagged APOBEC3F with the HIV-1 protein that degrades it), YFP fluorescence increase | Potency, µM (series often up to 46.1 µM), without a hit: top-dose activity, negative = active | 390,000 compounds, 0.2% hits | AID 602313; also: potency is read from the fitted curve at half-maximal effect; % of control where 0% means no effect; nearly all actives have a fitted effect of over 65% in size
#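 HeLa cells stably expressing A3F-eYFP plus Vif, plated and incubated overnight at 37 deg C, then exposed to compounds overnight at 37 deg C. Blocked degradation read as raised yellow fluorescence (Ex 488/Em 500-530).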
# LDHA inh – inhibitors of human lactate dehydrogenase A; 480,000 compounds, 0.15% hits; purified LDHA, NADH/diaphorase-resazurin fluorescence; stronger effect = lower value; activity change, % (values are at about 110 or 230 µM); in the data active = activity change below about -30%; inconclusive = mostly about -25% to -30%;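 also: plate controls were DMSO wells for no effect and wells without enzyme for full effect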
#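 Human LDH5 at 2 nM final in Tris HCl pH 7.4 with 0.06 mM NADH and 0.2 mM pyruvate, reacted 5 minutes at room temperature. Remaining NADH coupled via diaphorase/resazurin; resorufin fluorescence read at 0 and 20 minutes, normalized to enzyme-free and DMSO wells.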
# Glioma ERSR ind – inducers of ER stress response in human glioma cells; U87-MG GRP78 promoter luciferase reporter, 16 h; Potency, µM, for inactives: top-dose activation, most hits filed as activators; AID 602332; 420,000 compounds, 0.02% hits; also: potency is read from the fitted curve at half-maximal effect; series mostly up to about 76 µM; % of control where 0% means no effect; nearly all actives have a fitted effect of over 35% in size
#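 Stably transfected U87-MG human glioma cells carrying a GRP78-based luminescent sensor were seeded at 1000 cells/well, pin-dosed with compounds and incubated 16 h. Luciferase reagent was then added, and end-point luminescence was read after 10 min at room temperature.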
# PI4K2A block – blocks human PI4K2A kinase activity; Q9BTU6; purified PI4K2A, ADP-Glo luminescence, 1 h; stronger effect = lower value; activity change, negative = inhibition, % at 76.9 µM; 420,000 compounds, 0.13% hits; AID 1346378; in the data active = activity change below about -50%; inconclusive = mostly about -30% to -49%;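 also: -100% = wells without enzyme as full effect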
# Target sequence (Q9BTU6 whole entry, looked up): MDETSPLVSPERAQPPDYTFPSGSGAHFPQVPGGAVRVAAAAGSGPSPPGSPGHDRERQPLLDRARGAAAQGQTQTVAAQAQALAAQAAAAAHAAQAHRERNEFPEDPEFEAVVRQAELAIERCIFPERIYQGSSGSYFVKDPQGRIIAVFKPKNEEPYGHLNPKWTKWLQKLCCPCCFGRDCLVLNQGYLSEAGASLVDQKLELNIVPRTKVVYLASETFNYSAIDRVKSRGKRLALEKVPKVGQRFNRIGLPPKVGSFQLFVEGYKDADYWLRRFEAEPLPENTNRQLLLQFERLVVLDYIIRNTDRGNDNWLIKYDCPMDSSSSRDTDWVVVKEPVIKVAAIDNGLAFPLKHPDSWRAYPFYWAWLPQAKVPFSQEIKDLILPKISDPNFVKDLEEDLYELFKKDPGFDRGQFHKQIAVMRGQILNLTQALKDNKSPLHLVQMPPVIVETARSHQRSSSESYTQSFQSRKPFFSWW
#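 ADP-Glo luminescence measured ADP generated by PI4K2A enzyme (4 ug/mL before mixing) with 1.2 mM PI substrate (pre-mix) and 300 microM ATP (pre-mix). Tris pH7.5 buffer with MgCl2, Triton X-100; 1 h reaction at ambient temperature.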
# IDH1 R132H inh – blocks human mutant IDH1 R132H enzyme | AID 602179 | Potency, µM (series often up to 76.6 µM), without a hit: top-dose activity change, negative = inhibition, hits mostly inhibitors | 390,000 compounds, 0.093% hits | IDH1-R132H enzyme, NADPH consumption, diaphorase/resazurin fluorescence; also: potency is read from the fitted curve at half-maximal effect; % is scaled to controls: 0 for no effect and ±100 for the full control effect; nearly all actives have a fitted effect of over 65% in size
#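 IDH1-R132H (0.5 ug/mL) preincubated 30 min with compound, then NADPH (0.016 mM) and alpha-KG (2 mM) added; 80 min at RT, pH 7.5. Remaining NADPH coupled via diaphorase/resazurin to fluorescence (540/590 nm); concentration-response curves normalized to no-enzyme control.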
# TrxR1 substrate – rat thioredoxin reductase 1 substrate activity | O89049 | purified TrxR1 substrate turnover, NADPH consumption readout | Potency, µM (highest dose often 114 µM), without a hit: top-dose activity change, negative = substrate turnover | 390,000 compounds, 0.01% hits; also: potency is read from the fitted curve at half-maximal effect; % is scaled to controls: 0 for no effect and ±100 for the full control effect; nearly all actives have a fitted effect of over 50% in size
# Target sequence (O89049 whole entry, looked up): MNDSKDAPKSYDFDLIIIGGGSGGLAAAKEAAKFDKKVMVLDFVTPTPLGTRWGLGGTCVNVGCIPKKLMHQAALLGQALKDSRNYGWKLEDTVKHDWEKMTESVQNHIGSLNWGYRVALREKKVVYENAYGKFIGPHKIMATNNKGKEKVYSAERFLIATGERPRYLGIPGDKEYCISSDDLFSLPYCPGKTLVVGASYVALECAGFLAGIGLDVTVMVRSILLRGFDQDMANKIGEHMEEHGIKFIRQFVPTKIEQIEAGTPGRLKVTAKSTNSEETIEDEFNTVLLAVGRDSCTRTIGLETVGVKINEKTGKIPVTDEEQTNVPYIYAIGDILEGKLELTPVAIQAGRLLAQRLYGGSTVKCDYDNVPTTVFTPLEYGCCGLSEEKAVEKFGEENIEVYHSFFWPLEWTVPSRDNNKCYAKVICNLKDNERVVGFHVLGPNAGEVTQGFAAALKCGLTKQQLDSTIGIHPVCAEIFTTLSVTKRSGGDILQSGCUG
#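 Rat TrxR1, dispensed at 90 nM, was prereduced with 400 uM NADPH (final) for 5 min at ~22 deg C, then incubated with compound 15 min before 400 uM selenite. A first-read NADPH fluorescence drop versus no-compound background flagged substrates.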
# The depositor's hits bear a star; ? = inconclusive; nt = no result given; [ ] = dose if it differs, or a comment. Unless noted, calls follow the shape of the dose curve; as a rule, active = well fitted curve in the direction sought with a large enough effect; inconclusive = small, poorly fitted or top-dose-only effect, or another doubt; inactive = no such curve, though single readings can be large; an effect the other way counts as inactive or inconclusive. Some of the compounds tested. The share of hits here may be higher or lower than overall.
SMILES,RXFP1 ag,USP1-UAF1 inh,Vif-APOBEC3G blk,Vif-A3F inh,LDHA inh,Glioma ERSR ind,PI4K2A block,IDH1 R132H inh,TrxR1 substrate
CC(=O)Oc1cc2c(cc1OC(C)=O)C(=O)CCCC2,nt,-18%,0%,1%,6,6%,6,2%,nt
CCC(Cc1ccccc1)NC(=O)/C=C/c1ccco1 (configuration not stated),-0.6%,-24%,-2%,-1%,-5,-5%,-1,13%,12%[57.1 µM]
CC(C)[C@H](NC(=O)[C@H]1N2C(=O)c3ccccc3C2SC1(C)C)C(=O)NCc1ccco1 (some centres not stated),-0.1%,-15%,5%,-1%,-3,-5%,0,-12%,-5%
O=C(NNC(=O)C1CC1)Nc1ccc(Cl)cc1,0.6%,-20%,2%,-17%,-1,2%,2,0%,6%
OCCN(Cc1ccccc1)Cc1ccccc1F,0.1%,-7%,-1%,-7%,-21,2%,-1,13%,-2%
Cc1[nH]cnc1CSCc1ccc(Cl)cc1,-3.0%,-13%,2%,3%,-1,-2%,-3,3%,-6%
Cc1nc2sc(C(c3ccc(Cl)cc3)N3CC(C)OC(C)C3)c(O)n2n1 (configuration not stated),0.3%,-3%,0%,0%,-2,-2%,13,-1%,4%
CC(=O)Nc1ccc(NC(=O)c2ccc3c(c2)CCN3S(=O)(=O)c2ccc(Cl)cc2)cc1,-1.3%,-14%,-1%,-16%,-4,-7%,2,-15%,-10%
Cc1ccc(C(OCCN(C)C)c2cccc(C(F)(F)F)c2)cc1 (configuration not stated),0.7%,-4%,0%,-20%,-2,-4%,-1,3%,-9%
CC(=O)SC(C)CC(=O)NCc1ccccc1 (configuration not stated),2.2%,2%,1%,-5%,-10,0%,2,7%,7%
O=C(NCCN1CCCC1)c1ccc(Br)cc1,-0.6%,-14%,0%,-4%,-6,-4%,-1,7%,14%[57.1 µM]
NC(=O)c1nsc(C(=O)N(c2cccc(F)c2)C(C(=O)NC2CCCC2)c2ccco2)c1N (configuration not stated),-0.6%,-22%,-19%,?,-9,-7%,-2,-16%,13%
CCN1CCN(C(=O)c2cc(COc3ccc4ncccc4c3)on2)CC1,5.1%,-19%,1%,0%,-5,2%,6,3%,8%[57.1 µM]
Cc1cc(F)ccc1S(=O)(=O)Nc1ccc(O)c(Sc2ncn[nH]2)c1,-0.3%,-10%,2%,7%,19,-2%,2,5%,7%
CC(=O)Cn1c(CN2CC(C)CC(C)C2)nc2c1c(=O)n(C)c(=O)n2C (configuration not stated),2.3%,-19%,0%,2%,0,-2%,1,8%,-4%
Cc1ccc(N(CC(=O)NCCSc2ccccn2)S(=O)(=O)c2ccc(F)cc2)cc1,-0.8%,-14%,4%,11%,2,-5%,0,-1%,2%[57.1 µM]
CC(=O)Nc1cccc(NC(=O)CSc2ncc(C(=O)Nc3ccccc3)c(=O)n2C)c1,1.0%,-22%,-6%,4%,-6,-9%,-10,-9%,7%[57.1 µM]
O=C1CCCc2oc3c(c21)CCCC3,1.1%,-5%,-5%,1%,6,-3%,3,7%,-9%[57.1 µM]
COc1cc2c(cc1OC)CN(C(=O)CSC1=NCCS1)CC2,nt,-23%,-3%,-1%,-5,-1%,-4,-2%,nt
COc1ccccc1CNC(=O)[C@H](CCSC)NC(=O)[C@@H]1Cc2ccccc2CN1,2.1%,-25%,2%,4%,4,-1%,-4,6%,6%
CCCCNC(=O)CC1SC(=NCC)N(CC)C1=O (configuration not stated),-0.2%,-14%,-2%,0%,-13,-5%,-1,-1%,7%
CCN(CC)S(=O)(=O)c1ccc(OC)c(NC(=O)OCc2ccccc2)c1,2.1%,-20%,-5%,-4%,-2,-7%,-2,-5%,12%[0.0914 µM]
O=C(COC(=O)c1ccco1)NCc1ccc2c(c1)OCO2,-0.2%,-14%,6%,4%,0,5%,1,5%,4%
CS(=O)(=O)N(C(=O)NC(=O)NC1CCS(=O)(=O)C1)C1CCCCC1 (configuration not stated),0.9%,?,-5%,-20%,-9,-5%,-1,3%,12%
O=C(O)Cn1nnc(-c2ccc(OCc3ccccc3)cc2)n1,nt,-26%,-2%,3%,-1,3%,-6,-4%,10%

# Four entries from above, ordered by number of heavy atoms, low to high.
SMILES,RXFP1 ag,USP1-UAF1 inh,Vif-APOBEC3G blk,Vif-A3F inh,LDHA inh,Glioma ERSR ind,PI4K2A block,IDH1 R132H inh,TrxR1 substrate
CC(=O)Cn1c(CN2CC(C)CC(C)C2)nc2c1c(=O)n(C)c(=O)n2C (configuration not stated),2.3%,-19%,0%,2%,0,-2%,1,8%,-4%
CCN(CC)S(=O)(=O)c1ccc(OC)c(NC(=O)OCc2ccccc2)c1,2.1%,-20%,-5%,-4%,-2,-7%,-2,-5%,12%[0.0914 µM]
CC(C)[C@H](NC(=O)[C@H]1N2C(=O)c3ccccc3C2SC1(C)C)C(=O)NCc1ccco1 (some centres not stated),-0.1%,-15%,5%,-1%,-3,-5%,0,-12%,-5%
CC(=O)Nc1ccc(NC(=O)c2ccc3c(c2)CCN3S(=O)(=O)c2ccc(Cl)cc2)cc1,-1.3%,-14%,-1%,-16%,-4,-7%,2,-15%,-10%

# 2 compounds from above, reduced to Vif-APOBEC3G blk and LDHA inh.
smiles	Vif-APOBEC3G blk	LDHA inh
Cc1ccc(N(CC(=O)NCCSc2ccccn2)S(=O)(=O)c2ccc(F)cc2)cc1	4%	2
CC(=O)Nc1cccc(NC(=O)CSc2ncc(C(=O)Nc3ccccc3)c(=O)n2C)c1	-6%	-6

# More results
SMILES,RXFP1 ag,USP1-UAF1 inh,Vif-APOBEC3G blk,Vif-A3F inh,LDHA inh,Glioma ERSR ind,PI4K2A block,IDH1 R132H inh,TrxR1 substrate
COc1ccc(C(=O)C2CCCN(C(=O)c3cnsn3)C2)c(C)c1 (configuration not stated),0.0%,-3%,-2%,1%,-7,-2%,1,12%,3%
O=C(Nc1cccnc1)Nc1cc(Cl)cc(Cl)c1,-2.7%,-10%,-6%,-7%,-7,-5%,2,0%,-4%
Cc1ccc2nc(N(Cc3cccnc3)C(=O)Cc3ccccc3)sc2c1,1.9%,-18%,6%,-6%,4,-3%,-4,23%,1%[57.1 µM]
CCn1c(SCC(=O)Nc2nc(C)c(C)s2)nnc1-c1ccco1,2.7%,0%,-1%,-5%,-3,-2%,2,6%,4%[57.1 µM]
C=C1CC2(OC1=O)c1ccccc1CCc1ccccc12,nt,?,-16%,13%,-4,-14%,27,?,8%[11.4 µM]
O=C(CCS(=O)(=O)c1ccc(Cl)cc1)N1CCN(c2ccccc2F)CC1,-1.1%,-15%,0%,0%,-7,1%,5,-5%,-2%
CCN1CCN(c2nc(-c3cccs3)nc3ccccc23)CC1,2.8%,-12%,3%,1%,-4,-4%,3,4%,-8%
Nc1nc(-n2cnnc2)nn1-c1ccccc1,-0.5%,-13%,-3%,8%,-5,0%,0,6%,8%[57.1 µM]
CCn1c(NCc2ccccc2Cl)nc2ccccc21,0.0%,-24%,-2%,-5%,-9,-2%,-7,9%,-2%
Cc1ccccc1C(=O)c1cccn1CC(=O)O,0.2%,-6%,-3%,?,-9,-2%,-13,-6%,-9%
CC12CCC(C(=O)N(NC(=O)c3ccccc3O)C1=O)C2(C)C (configuration not stated),5.8%,-15%,-4%,-22%,5,8%,6,0%,8%
COc1cccc(-c2c(-c3cc(OC)cc(OC)c3)n(C)c3ccc(-c4ccc5cc[nH]c5c4)cc23)c1,nt,?,0%,-7%,-9,-5%,-3,-4%,24%
C=CCOc1ccc(Cl)cc1C(=O)O,-0.5%,-3%,1%,1%,-2,0%,0,-3%,9%[57.1 µM]
CCc1noc2c1/C(=N\O)CC(c1ccccc1)C2 (configuration not stated),-0.4%,2%,-8%,-1%,-6,3%,2,2%,3%
COc1cc2sc3cc(NCC[C@@H]4CCCN4C)ccc3c(=O)c2cc1OC,nt,-17%,10%,-21%,1,0%,-3,-4%,25%
Cc1noc(C(=O)Nc2cccnc2Cl)c1Cl,4.0%,-13%,-11%,-1%,-5,-2%,-4,6%,5%
CC(=O)NC(CC(=O)NC1CCCCC1)c1ccccc1 (configuration not stated),0.7%,-12%,1%,1%,-6,-5%,0,-2%,-1%
COc1ccc(OC)c(NC(=O)CCCNC(=O)c2ccc(Cl)cc2)c1,-0.7%,-24%,0%,0%,2,2%,2,0%,-4%
CSc1ccccc1NC(=S)Nc1cccc(C(F)(F)F)c1,0.0%,-15%,0%,1%,0,-4%,-7,4%,2%
Cc1ccc(S(=O)(=O)N2CCN(c3nc(-c4cccs4)nc4cccnc34)CC2)cc1,nt,nt,-1%,nt,-12,-4%,nt,nt,2%

# An excerpt from above in order of their number in Vif-A3F inh, highest first.
Compound	Vif-A3F inh
CSc1ccccc1NC(=S)Nc1cccc(C(F)(F)F)c1	1%
CCc1noc2c1/C(=N\O)CC(c1ccccc1)C2 (configuration not stated)	-1%
CCn1c(SCC(=O)Nc2nc(C)c(C)s2)nnc1-c1ccco1	-5%
O=C(Nc1cccnc1)Nc1cc(Cl)cc(Cl)c1	-7%
